Screens (PubChem)
RGS4 pot: potentiators or activators of RGS4. HEK293 M3R/inducible RGS4, carbachol calcium flux Fluo4; active compounds read low. B-score at 10 µM. actives 0.92% (n = 310,000);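 active = B-score of the integrated calcium signal more than 4 SD below the library mean, with starting fluorescence not abnormally high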;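 also: negative B-score means reduced calcium response which marks RGS4 activation or potentiation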
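Test system: HEK293 cells with stable M3R and inducible RGS4; also added: carbachol at ECmax as muscarinic agonist stimulus; schedule: dye loading 30 min 37 °C, buffer rest 30 min RT; technique: kinetic calcium fluorescence imaging with Fluo4-AM dye, 2 µM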
ANO1 activ: activators or potentiators of mouse TMEM16A chloride channel | Q8BHY3 | actives 0.3% (n = 340,000) | HEK293 TMEM16A/YFP-H148Q/I152L, iodide quench fluorescence; active compounds read low | B-score at 10 µM;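 active = fluorescence-ratio B-score plate-corrected deviation score at least 3 library SD below zero, with starting fluorescence score within 5 deviations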;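 also: channel opened by trigger with iodide after compound preincubation; score built on the fluorescence ratio of max minus min over baseline; more negative score means more quench and so TMEM16A activation or potentiation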
Target sequence (Q8BHY3 whole entry, looked up): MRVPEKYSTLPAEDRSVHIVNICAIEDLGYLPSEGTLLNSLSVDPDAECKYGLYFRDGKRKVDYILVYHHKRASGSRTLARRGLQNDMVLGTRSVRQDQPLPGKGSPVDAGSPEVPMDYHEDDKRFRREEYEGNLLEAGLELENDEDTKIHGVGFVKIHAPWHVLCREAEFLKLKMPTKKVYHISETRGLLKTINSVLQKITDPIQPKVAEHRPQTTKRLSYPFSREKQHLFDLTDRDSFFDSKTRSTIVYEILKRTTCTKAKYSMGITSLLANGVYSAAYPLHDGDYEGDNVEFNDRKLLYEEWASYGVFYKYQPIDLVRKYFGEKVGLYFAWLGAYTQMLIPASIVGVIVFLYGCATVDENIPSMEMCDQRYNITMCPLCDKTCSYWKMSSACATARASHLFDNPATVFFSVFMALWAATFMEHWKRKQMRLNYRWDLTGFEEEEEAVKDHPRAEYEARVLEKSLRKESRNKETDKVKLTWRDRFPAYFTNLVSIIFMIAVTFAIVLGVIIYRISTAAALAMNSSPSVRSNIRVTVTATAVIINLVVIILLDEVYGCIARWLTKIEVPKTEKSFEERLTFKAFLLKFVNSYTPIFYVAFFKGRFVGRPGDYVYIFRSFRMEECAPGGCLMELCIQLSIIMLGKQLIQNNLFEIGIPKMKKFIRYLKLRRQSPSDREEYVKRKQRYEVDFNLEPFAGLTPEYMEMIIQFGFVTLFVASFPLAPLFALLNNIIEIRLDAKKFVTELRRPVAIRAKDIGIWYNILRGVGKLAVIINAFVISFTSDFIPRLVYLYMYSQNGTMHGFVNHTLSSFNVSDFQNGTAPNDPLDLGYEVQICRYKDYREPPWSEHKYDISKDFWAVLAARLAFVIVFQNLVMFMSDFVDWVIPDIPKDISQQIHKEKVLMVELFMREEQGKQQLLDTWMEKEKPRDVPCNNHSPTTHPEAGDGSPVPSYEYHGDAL
TRPC6 act: activates the mouse TRPC6 cation channel. HEK293-TRPC6 membrane potential dye fluorescence; active compounds read high. B-score at 10 µM. actives 0.13% (n = 310,000);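 active = B-score of the integrated fluorescence ratio above library mean plus 3 SD, and starting fluorescence ratio within library mean plus 5 SD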;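 also: higher score means more depolarization so channel activation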
SKKanGAS inh: SKKanGAS growth inhibition; S. pyogenes SKKanGAS, kanamycin growth, BacTiter-Glo, 6 h; inhibition, % at 7.5 µM; actives 1.3% (n = 300,000); AID 1662;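 active = mean replicate score, as percent of positive control median, at least 50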;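 also: strain carries kanamycin resistance gene driven by streptokinase promoter and grows in 40 µg/ml kanamycin; loss of luminescence reflects streptokinase promoter inhibition or plain growth inhibition; 0% = median of DMSO wells and 100% = positive control at its reference dose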
TRPC6 inh: inhibitors of mouse TRPC6 channel; Q61143; actives 1.1% (n = 310,000); B-score at 10 µM; HEK293-TRPC6, membrane potential dye, ACh-evoked depolarization; active compounds read low;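 active = B-score under library mean minus 3 SD, initial fluorescence not abnormally high, positive integrated signal ratio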;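 also: B-score derived from integrated fluorescence ratio over the kinetic read; more negative B-score means stronger inhibition of depolarization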
MrgX1 ag: agonists of human MrgX1 receptor; AID 588627; MrgX1-HEK293 cells, Fluo-4 calcium fluorescence, agonist mode; active compounds read high; actives 0.44% (n = 310,000); B-score at 10 µM;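 active = calcium response B-score plate-corrected fluorescence ratio at least 3 library SD, with starting fluorescence B-score inside 5 SD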
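Test system: HEK293 cells stably expressing human MrgX1 receptor; amount: 15,000 cells per well; doses: compound delivered in addition one of three; times: overnight plating before 1 h dye loading; detection: Fluo-4 NW calcium-flux fluorescence, kinetic read; read-out basis: B-scored fluorescence response ratio; controls: positive and negative controls per plate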
MrgX1 antag: blocks BAM8-22 activation of human MrgX1 receptor. Q96LB2. MRGX1-HEK293 calcium flux, Fluo-4, BAM8-22 antagonism; active compounds read low. B-score at 10 µM. actives 1.3% (n = 310,000). AID 588676;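 active = calcium-response B-score plate-corrected more than 3 library SD below zero, starting fluorescence within 5 deviations, no agonist response on first addition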;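 also: peak minus trough fluorescence over baseline after final BAM8-22 challenge near maximal dose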
TMEM16A inh: inhibitors of mouse TMEM16A calcium-activated chloride channel | HEK293 TMEM16A/YFP iodide influx fluorescence, ionomycin | Q8BHY3 | normalized B-score (activity score, 25-100; higher = stronger inhibition) at 10 µM | actives 1.2% (n = 310,000);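 active = ratio plate-corrected score three or more library SD toward inhibition, starting fluorescence score within five deviations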;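 also: score derived from kinetic fluorescence span divided by baseline fluorescence per well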
MrgX1 PAM: allosterically activates human MrgX1 receptor signaling | MrgX1-HEK293, Fluo-4 calcium flux, FDSS; active compounds read high | AID 588675 | actives 0.63% (n = 310,000) | Q96LB2 | B-score at 10 µM;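 active = plate-corrected calcium response at least 3 library SD above typical, normal starting fluorescence, not activating the receptor alone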;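 also: compound read alongside a low EC10 to EC30 dose of BAM8-22 agonist; peak minus trough fluorescence over baseline measured at the second addition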
HDAC3 inh: blocks human histone deacetylase 3 | actives 0.15% (n = 320,000) | O15379 | inhibition, % at 8.3 µM | recombinant HDAC3, fluorogenic peptide/trypsin coupled, fluorescence; in the data active = inhibition above about 26%, passing the limit was not always enough
RGS4 inh: inhibitors of human RGS4; HEK293 M3R/RGS4 inducible, Fluo-4 calcium flux; active compounds read high; triggered by carbachol at its EC20; B-score at 10 µM; actives 0.45% (n = 310,000); AID 463165;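 active = B-score, a plate-corrected calcium signal, over three deviations above library mean, with baseline fluorescence within five deviations of library mean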;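 also: RGS4 expression induced by doxycycline in cells with stable M3 receptor; B-score is computed from the integrated fluorescence ratio over baseline after carbachol; higher B-score means a larger calcium signal and so more RGS4 inhibition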
* marks the source's active call; other numbers are inactive results; i = inactive; . = no result given. An unsorted share of the library (roughly 6.7% active in at least one column).

SMILES | RGS4 pot | ANO1 activ | TRPC6 act | SKKanGAS inh | TRPC6 inh | MrgX1 ag | MrgX1 antag | TMEM16A inh | MrgX1 PAM | HDAC3 inh | RGS4 inh
COc1ccccc1N1CCN(C(c2ccc(Cl)cc2)c2nnnn2C(C)(C)C)CC1 (centres undefined) | i | i | i | 5 | i | i | i | 100* | i | 4 | i
CCCn1c(N)c(N(CCOC)C(=O)c2ccc(-c3ccc(Cl)cc3)o2)c(=O)[nH]c1=O | i | i | i | 0 | i | i | i | i | i | 2 | i
C/C(=N\N=C(N)N)c1ccc(Cl)cc1Cl | i | i | i | 4 | i | i | i | i | i | 0 | i
Cc1cccc(-c2nc3cc([N+](=O)[O-])ccc3o2)c1 | i | i | i | -2 | i | i | i | i | i | 0 | i
CN1CC(=O)N/C1=N\C(=O)Nc1ccc(O)cc1 | i | i | i | -2 | i | i | i | i | i | -1 | i
COc1ccc(N2CCN(Cc3nc(-c4ccccc4)no3)CC2)cc1 | i | i | i | 3 | i | i | i | i | i | -3 | i
O=C(NCCC1CCCCN1S(=O)(=O)c1ccccc1)C(=O)Nc1ccc(F)cc1F (centres undefined) | i | i | i | 1 | i | i | i | i | i | . | i
Cc1cc(OCC(=O)Nc2ccc3c(c2)OCCO3)cc(C)c1Cl | i | i | i | 0 | i | i | i | i | i | 0 | i
Cc1ccc(S(=O)(=O)NC(CC(C)C)C(=O)N2CCC(C)CC2)cc1 (centres undefined) | i | i | i | -2 | i | i | i | i | i | -2 | i
Cc1cc(S(=O)(=O)N2CCN=C2c2ccccc2)c(Cl)cc1Cl | i | i | i | -4 | i | i | i | i | i | -4 | i
COc1ccc(C2=CSC3=C(C(=O)c4cccc(S(=O)(=O)N(C)C)c4)CCN23)cc1 | i | i | i | 11 | i | i | i | i | i | 7 | i
CC(=O)c1cccc(NC(=O)c2nccnc2C(=O)O)c1 | i | i | i | -6 | i | i | i | i | i | -3 | i
C=CCOc1ccccc1CNc1ccc2c(c1)OCCO2 | i | i | i | 2 | i | i | i | i | i | 9 | i
COC(=O)c1cc(-c2ccc(S(=O)(=O)N3CCCC3)cc2)c(C(F)(F)F)s1 | i | i | i | 6 | i | i | i | 25* | i | 5 | i
CC(C)(C)NC(=O)C(=O)NNC(=O)c1cccc([N+](=O)[O-])c1 | i | i | i | 5 | i | i | i | i | i | -2 | i
COc1cc2c(cc1OC)CN(C(=O)c1ccc3nc[nH]c3c1)CC2 | i | i | i | 0 | i | i | i | i | i | 4 | i
Cc1cc(C)n(CCc2nc(-c3ccc(F)cc3)cs2)n1 | i | i | i | -7 | i | i | i | i | i | 2 | i
CCOC(=O)C1CCN(S(=O)(=O)c2ccc(C(=O)OC)cc2)CC1 | i | -13* | i | 0 | i | i | i | i | i | -5 | i
Cc1ccc(S(=O)(=O)N2C(=O)CCC2C(N)=O)cc1 (centres undefined) | i | i | i | -2 | i | i | i | i | i | -4 | i
Cc1ccc(S(=O)(=O)CC(=O)N2CC(C)OC(C)C2)cc1 (centres undefined) | i | i | i | -1 | i | i | i | i | i | -3 | i
Cc1ccc(C)c(NC(=O)CSc2nnc([C@@H]3CCCN3C(=O)OC(C)(C)C)o2)c1 | i | i | i | 11 | i | i | i | i | i | -6 | i
C=CCNc1nc(N)c([N+](=O)[O-])c(Nc2ccccc2OC)n1 | i | i | i | 4 | i | i | i | i | i | 1 | i
Cc1ccc(C)c(OCC(=O)Nc2cccc(C(=O)O)c2)c1C | i | i | i | 9 | i | i | i | i | i | 1 | i
CN(C)/C=N/c1ncc(C(=O)c2ccc3ccccc3c2)s1 | i | i | i | 13 | i | i | i | i | i | 5 | i
COc1cc(/C=C/C(=O)c2c(O)cc(C)oc2=O)cc(OC)c1O | i | i | i | 4 | i | i | i | i | i | 8 | i
Cc1c(NC(=O)CSc2ccc3c(c2)OCCO3)c(=O)n(-c2ccccc2)n1C | i | i | i | -11 | i | i | i | i | i | 0 | i
CC1CCCN(C(=O)c2cc(F)c(F)cc2Cl)C1 (centres undefined) | i | i | i | -7 | i | i | i | i | i | 0 | i
CC12CCCC[C@@H]1CCC1C2CCC2(C)C1CC[C@@]2(O)CNCCO (some centres undefined) | i | i | i | 12 | i | i | -7.8* | i | i | 5 | i
CC(=N\O)/C(CN(C)C)=N/O | i | i | i | -2 | i | i | i | i | i | 0 | i
CCOc1ccc(C(=O)N2CCCC2)cc1OC | i | i | i | 8 | i | i | i | i | i | -3 | i
O=c1[nH]c(N2CCN(c3ccccc3)CC2)nc2c1CCC2 | i | i | i | -7 | i | i | i | i | i | 0 | i
Cc1ccc(N(C)C(=O)c2cc(S(=O)(=O)N3CCCC3)cn2C)cc1 | i | i | i | 2 | i | i | i | i | i | 0 | i
O=C(/C=C/c1cccc(O)c1)c1ccc(N2CCOCC2)cc1 | i | i | i | -9 | i | i | i | i | i | 4 | i
O=c1c2c3c(sc2n(CCN2CCCC2)c(=O)n1Cc1ccco1)CCCCC3 | i | i | i | -3 | i | i | i | i | i | 5 | i
CCCc1nn2c(=O)cc(CSCC(=O)Nc3nnc(CC)s3)nc2s1 | i | i | i | 5 | i | i | i | i | i | 4 | i
Cc1ccc(CC(=O)NCc2ccc3c(c2)OCO3)cc1 | i | i | i | -1 | i | i | i | i | i | -2 | i
Cc1ccc(NC(=O)CC2Oc3ccc(C)cc3NC2=O)c(C)c1 (centres undefined) | i | i | i | -3 | i | i | i | i | i | 0 | i
CN(C)N1C(N)=C(C#N)C(c2ccc(F)cc2)C2=C1CCCC2=O (centres undefined) | i | i | i | 3 | i | i | i | i | i | -1 | i
CC(=O)c1cccc(NC(=O)CCC2CCCC2)c1 | i | i | i | 2 | i | i | i | i | i | 2 | i
C=C(C)Cn1c(SCC#N)nc2ccccc2c1=O | i | i | i | 16 | i | i | i | i | i | -2 | i
CCn1cc(C(=O)OCC(=O)N(C)C2CCS(=O)(=O)C2)c(=O)c2ccc(C)nc21 (centres undefined) | i | i | i | 19 | -5.4* | i | i | i | i | 2 | i
Cc1ccc(C(=O)c2cnc3ccccc3c2-c2ccccc2)cc1 | -8.3* | i | i | 10 | i | i | i | 100* | i | 8 | i
CCN(c1cccc(C)c1)S(=O)(=O)c1cccc2nsnc12 | i | i | i | 7 | i | i | i | i | i | 1 | i
O=C(CC(Sc1ccc(Br)cc1)C(=O)O)c1ccc(F)cc1 (centres undefined) | i | i | i | -5 | i | i | i | i | i | -1 | 6.3*
COc1ccc(/C=N/NC(=O)c2cc[n+]([O-])cc2)cc1O | i | i | i | 2 | i | i | i | i | i | 7 | i
CC(C)CC(=O)Nc1nnc(-c2ccco2)s1 | i | i | i | 0 | i | i | i | i | i | -1 | i
CN(Cc1cccnc1)Cc1cn[nH]c1-c1ccc(-c2ccccc2)cc1 | i | i | i | -4 | i | i | i | i | i | . | i
CCOC(=O)CN1C(c2ccccc2O)Nc2ccc(Br)cc2C1c1ccccc1 (centres undefined) | i | i | i | 18 | i | i | i | i | i | -3 | i
S=C(c1ccc[nH]1)N1CCOCC1 | i | i | i | -6 | i | i | i | i | i | 3 | i
CCOCCCN(C)C1CCN(C(=O)c2oc3ccccc3c2NC(=O)Cc2cccc([N+](=O)[O-])c2)CC1 | i | i | i | -1 | i | i | i | i | i | 0 | i
CC1CCCC(C)N1C(=O)c1cc2ncc(CCCl)cn2n1 (centres undefined) | i | i | i | 0 | i | i | i | i | i | -2 | i
CC(C)(Cc1ccc(O)cc1)NC(=O)c1ccccc1 | i | i | i | 0 | i | i | i | i | i | -5 | i
O=C1CC(N2CCC(c3nc4ccccc4s3)CC2)C(=O)N1 (centres undefined) | i | i | i | 3 | i | i | i | i | i | -2 | i
COc1ccc(NC(=S)N2CCN(c3ccccn3)CC2)cc1 | i | i | i | 3 | i | i | i | i | i | 4 | i
Cc1ccc(-c2c(C)sc(NC(=O)C3C4CCC(O4)C3C(=O)O)c2C(=O)OC(C)C)cc1 (centres undefined) | i | i | i | -6 | i | i | i | i | i | -6 | i
COc1cccc(NC(=O)Nc2cc(Cl)ccc2C)c1 | i | i | i | 3 | i | i | i | i | i | 4 | i
O=C(NCc1ccco1)c1cnn2c(C(F)F)cc(-c3ccccc3)nc12 | i | i | i | -3 | i | i | i | i | i | -8 | i
COc1ccccc1CNC(=S)Nc1ccc(S(N)(=O)=O)cc1 | i | i | i | -3 | i | i | i | i | i | -9 | i
O=C(Nc1ccc(F)cc1)c1ccc2snnc2c1 | i | i | i | -1 | i | i | i | i | i | 0 | i
Cc1noc(C)c1S(=O)(=O)Nc1ccc(C(=O)N2CCC(C)CC2)cc1 | i | . | i | . | i | i | i | i | i | 0 | i

At a glance, 2 of the compounds above.
SMILES | RGS4 pot | ANO1 activ | TRPC6 act | SKKanGAS inh | TRPC6 inh | MrgX1 ag | MrgX1 antag | TMEM16A inh | MrgX1 PAM | HDAC3 inh | RGS4 inh
O=C(Nc1ccc(F)cc1)c1ccc2snnc2c1 | i | i | i | -1 | i | i | i | i | i | 0 | i
Cc1noc(C)c1S(=O)(=O)Nc1ccc(C(=O)N2CCC(C)CC2)cc1 | i | . | i | . | i | i | i | i | i | 0 | i

(next part)
SMILES | RGS4 pot | ANO1 activ | TRPC6 act | SKKanGAS inh | TRPC6 inh | MrgX1 ag | MrgX1 antag | TMEM16A inh | MrgX1 PAM | HDAC3 inh | RGS4 inh
COc1ccc(NC2CCCN(C(=O)c3cc4ncccn4n3)C2)cc1 (centres undefined) | i | i | i | 1 | i | i | i | i | i | 1 | i
COc1ccc([N+](=O)[O-])cc1C(=O)Nc1ccc(Cc2ccncc2)cc1 | i | i | i | 16 | i | i | i | i | i | -2 | i
OCCOCCNc1ncnc2sc(-c3ccccc3)cc12 | i | i | i | -2 | i | i | i | i | i | -18 | i
N#Cc1ccccc1OCC(=O)NC(N)=O | i | i | i | 5 | i | i | i | i | i | -2 | i
